Screening results (PubChem)
ATXN2 expr inh: ATXN2 expression inhibition. HEK-293 ATXN2-luciferase reporter, luminescence, 24 h. Potency, µM (titrated, usually from 57 µM), without a hit: at the top dose activity change, negative = inhibition, most hits filed as inhibitors. 360,000 compounds, 0.72% hits; note: % is set by controls: 0 for no effect and ±100 for the full control effect; nearly all actives have a fitted effect of over 55% in size
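ATXN2-luciferase reporter cells (luciferase flanked by upstream and downstream ATXN2 gene portions) were treated 24 h at 37 °C with compounds at up to 57 uM. SteadyGlo luminescence gave expression; GF-AFC fluorescence gave viability.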
A549 tox: A549 cytotoxicity, counter-screen for Nrf2 inhibitors. Potency, µM (top dose mostly 46 µM), inactives show at the top dose activity change, negative = cytotoxicity, usual class: inhibitors. A549 ARE-Fluc cells, CellTiter-Fluor viability, 18-24 h. 390,000 compounds, 0.16% hits; note: % is set by controls: 0 for no effect and ±100 for the full control effect
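A549 ARE_Fluc cells in 5% FBS OPTI-MEM were exposed to compounds in concentration-response for 18-24 h at 37 deg C. Viability was read by CellTiter-Fluor fluorescence (Ex 405/Em 525) after 30 min, before the luciferase read.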
TGFb SMAD3 inh: blocks TGF-b signaling. AID 588855. Potency, µM (titrated, usually from 46.1 µM), for the others: at the top dose activity, negative = inhibition, usual class: inhibitors. 410,000 compounds, 1.2% hits. HepG2 CAGA-GFP TGF-b/SMAD3 reporter, GFP fluorescence, 18 h; TGF-beta stimulated, 500 pg/mL final; note: % is set by controls: 0 for no effect and ±100 for the full control effect; nearly all actives have a fitted effect of over 65% in size
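Inhibition of TGF-beta-driven CAGA-GFP reporter expression in HEPG2 cells is measured by cellular GFP fluorescence after 18 h stimulation with 500 pg/mL recombinant TGF-beta in 1% FBS medium at 37 degrees C.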
Nrf2 block: Nrf2 pathway inhibition; AID 504444; A549 ARE-Fluc reporter, luciferase luminescence, 18-24 h; Potency, µM (titrated, usually from 46 µM), for the others: top-dose activity change, negative = inhibition, most hits filed as inhibitors; 360,000 compounds, 2.1% hits; note: % is set by controls: 0 for no effect and ±100 for the full control effect; nearly all actives have a fitted effect of over 60% in size
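A549 ARE_Fluc cells, 5000/well, 5% FBS OPTI-MEM; compounds in dose-response, 18-24 h at 37 °C/5% CO2; CellTiter-Fluor viability read (Ex 405/Em 525), then BugLite luciferase luminescence = Nrf2 activity.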
HepG2 viability: HepG2 cytotoxicity, counter-screen for TGF-b inhibitors; HepG2 CAGA-GFP viability, ATP luminescence, 18 h; Potency, µM (doses to about 46.1 µM), for the others: at the highest dose activity change, negative = cytotoxicity, hits mostly cytotoxic; 410,000 compounds, 0.76% hits; AID 588856; note: some results filed as inactive show a strong effect at the top dose
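CellTiter-Glo luminescence gave cytotoxicity after 18 hours at 37 degrees C. The cells were HepG2 CAGA-GFP in 1% FBS DMEM, stimulated with 500 pg/mL TGF-beta after compound addition. %Activity was normalised to no-cell wells (complete cell-killing) and DMSO (no toxicity), and curves were fitted and classified.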
Nrf2 ARE act: Nrf2 pathway activation | AREc32 ARE-luciferase reporter (MCF7-derived line), luminescence, 24 h | Potency, µM (series often up to 46.1 µM), inactives show at the highest dose activation, actives largely listed as activators | 410,000 compounds, 0.31% hits | AID 624171; note: % of control where 0% means no effect; nearly all actives have a fitted effect of over 65% in size
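ARE-driven firefly luciferase activity in AREc32 cells measured after a 24 hr compound exposure at 37 deg C, using Steady-Glo reagent and a 30 min room-temperature hold.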
EPAC2 antag: EPAC2 (human) antagonism | Q8WZA2 | EPAC2 GEF exchange of Rap1B-BODIPY-GDP, fluorescence | Potency, µM (titrated, usually from 114 µM), inactives show at the top dose activity, negative = inhibition, most hits filed as inhibitors | 360,000 compounds, 0.18% hits | AID 720708; note: % is set by controls: 0 for no effect and ±100 for the full control effect; nearly all actives have a fitted effect of over 45% in size; many of its hits are not listed in these tables
Target sequence (Q8WZA2 whole entry, looked up): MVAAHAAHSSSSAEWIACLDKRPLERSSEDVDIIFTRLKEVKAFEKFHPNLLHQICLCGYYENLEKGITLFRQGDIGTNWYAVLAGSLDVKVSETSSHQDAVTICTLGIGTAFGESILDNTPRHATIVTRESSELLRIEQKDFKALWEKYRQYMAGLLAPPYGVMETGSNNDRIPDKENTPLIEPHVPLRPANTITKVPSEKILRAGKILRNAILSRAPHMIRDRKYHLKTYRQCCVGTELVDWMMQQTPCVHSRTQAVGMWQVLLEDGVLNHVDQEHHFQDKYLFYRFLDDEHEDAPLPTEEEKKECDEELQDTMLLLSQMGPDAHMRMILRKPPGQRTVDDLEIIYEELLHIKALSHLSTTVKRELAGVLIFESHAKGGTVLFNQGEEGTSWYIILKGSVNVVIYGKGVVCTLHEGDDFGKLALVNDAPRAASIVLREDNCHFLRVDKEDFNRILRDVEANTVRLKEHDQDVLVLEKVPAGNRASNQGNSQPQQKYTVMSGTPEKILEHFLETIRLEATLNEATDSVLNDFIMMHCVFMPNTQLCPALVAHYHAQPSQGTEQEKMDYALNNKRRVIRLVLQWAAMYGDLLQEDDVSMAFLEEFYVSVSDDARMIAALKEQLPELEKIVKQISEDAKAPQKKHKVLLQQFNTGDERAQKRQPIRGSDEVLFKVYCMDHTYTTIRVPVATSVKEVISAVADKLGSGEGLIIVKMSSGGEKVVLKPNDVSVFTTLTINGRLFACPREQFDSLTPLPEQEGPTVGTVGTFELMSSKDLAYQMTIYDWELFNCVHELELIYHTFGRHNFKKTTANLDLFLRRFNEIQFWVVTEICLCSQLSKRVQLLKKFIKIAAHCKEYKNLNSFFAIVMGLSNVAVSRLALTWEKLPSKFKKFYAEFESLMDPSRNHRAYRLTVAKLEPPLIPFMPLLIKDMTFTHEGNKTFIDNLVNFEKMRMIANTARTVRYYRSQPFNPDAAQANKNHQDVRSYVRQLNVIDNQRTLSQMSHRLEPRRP
MCF10A rereplic: induces DNA re-replication in MCF 10a normal breast cells. MCF 10A DNA re-replication, Hoechst nuclear intensity, 48 h. Potency, µM (series often up to 46.1 µM), without a hit: at the top dose activity, positive = re-replication, actives largely listed as activators. 350,000 compounds, 2.9% hits; note: % of control where 0% means no effect; nearly all actives have a fitted effect of over 50% in size
ATXN viability: viability counter-screen for ATXN expression inhibitors; Potency, µM (highest dose often 56.7 µM), hits mostly cytotoxic; S2 cells (HEK-293 line with an ATXN2-luciferase reporter) viability, CellTiter-Fluor protease fluorescence, 24 h; AID 651635; 400,000 compounds, 0.49% hits; note: nearly all actives have a fitted effect of over 40% in size
* hit, by the source's call; i = inactive; u = inconclusive; x = no result given; & = joins results of further samples; [ ] = another dose, or the depositor's remark. Calls come from the whole dose curve; as a rule, active = well fitted curve in the direction sought with a large enough effect; inconclusive = small, poorly fitted or top-dose-only effect, or another doubt; inactive = no such curve, though single readings can be large; an effect the other way counts as inactive or inconclusive. Potency is the fitted concentration of half-maximal effect. These rows are one share of the data; count on the stated rates, not on these rows.

SMILES	ATXN2 expr inh	A549 tox	TGFb SMAD3 inh	Nrf2 block	HepG2 viability	Nrf2 ARE act	EPAC2 antag	MCF10A rereplic	ATXN viability
CCOC(=O)c1nc(NNC(C)=O)sc1C	9%	5%	3%	6%	-16%	-0.4%	14%	0%	i
CC(C)CN1C(=O)C(=O)N(CC(=O)c2ccc[nH]2)C1=O	3%	2%	4%	1%	-6%	-0.9%	0%	-5%	i
Cc1nc(-c2c(C(F)(F)F)noc2-c2ccc(O)cc2O)cs1	u	0%	-12%	-15%	-19%	0.0%	-2%	5%	i
CCOc1ccc(C(=O)Nc2cccc3ncccc23)cc1Cl	-26%	-6%	-4%	u	-10%	2.3%	3%	-3%	i
Cc1ccc(OCCN2CCCCCC2)c(C)c1	-6%	19%	0%	10%	4%	-0.7%	0%	u	i
NC(=O)C1CCN(CC(=O)N2c3ccccc3CCc3ccccc32)CC1	-4%	1%	1%	-3%	-7%	0.4%	2%	4%	i
CCOC(=O)c1c(C=O)c(C)n(Cc2ccc(Cl)cc2)c1C	-24%	u	-14%	u	0%	0.4%	-20%	12µM*	i
CCCCCCCCN1C(=O)[C@H](CC(=O)N2CCC(c3ccccc3)CC2)C[C@@]2(C(=O)OC)CCCCC=C12	-10%	x	x	x	x	-1.1%	-18%	x	u
O=C(CCNC(=O)Cn1cnc2ccccc2c1=O)NCC1CCCO1 (configuration not stated)	0%	0%	-12%	1%	0%	0.1%	-1%	0%	x
Cc1ccccc1N/C(=C(/C(Cl)=C(Cl)Cl)[N+](=O)[O-])n1nnc2ccccc21	8%	-5%	-2%	-7%	-13%	u	0%	u	i
O=C(Nc1nc(-c2ccccn2)cs1)c1ccc2c(c1)OCCO2	-11%	-13%	-24%	u	-29%	-0.6%	13%	10%	u
CCCCn1c(N)c(N(C(=O)CSc2nncn2-c2ccccc2)C2CCCC2)c(=O)[nH]c1=O	19%	3%	1%	9%	-22%	-2.1%	4%	-1%	i
COCCN1C(=NCCCOC(C)C)N[C@@H](c2ccccc2)C(C(=O)OC)=C1C	1%	3%	-21%	-4%	-21%	-0.7%	6%	11%	i
O=C(CSc1nc2c([nH]c3ccccc32)c(=O)n1-c1cccc(Cl)c1)N1CCCC1	7%	1%	14%	x	-2%	3.4%	x	x	i
O=C(COc1ccccc1)NC(=S)N1CCc2ccccc21	50%[activator]	11%	5%	u	-1%	3.2%	18%	-1%	i
CNC(=O)CN1C(=O)CSc2ncccc21	0%	-2%	5%	8%	2%	0.3%	-5%	-1%	i
CCC(=O)N1CCN(c2ccccc2NC(=O)c2cccs2)CC1	0%	14%	-10%	3%	-12%	2.6%	10%	0%	u
COc1cccc(NC(=O)CN(C)S(=O)(=O)c2cccs2)c1	6%	0%	-25%	12%	-20%	-0.7%	x	x	i
Cc1ccc(S(=O)(=O)c2nnn3c2nc(NCc2cccs2)c2sccc23)cc1	x	0%	-12%	u	-22%	-0.5%	x	x	x
CC(=O)N[C@@H](Cc1c[nH]c2ccccc12)C(=O)OCc1ccc(C#N)cc1	2%	-1%	0%	4%	-5%	0.1%	-3%	u	i
Cc1cc(C)cc(NS(=O)(=O)c2ccc3c(c2)c(=O)n(C)c(=O)n3C)c1	u	-22%	-18%	8.2µM*	-46%	-1.0%	1%	-3%	i
Cn1c(=O)[nH]c(=O)c2c1[nH]c(=S)n2CCCc1ccccc1	8%	1%	1%	1%	0%	-0.3%	5%	u	i
CCc1c(C)nc(Nc2nc(C)c3cc(OC)ccc3n2)[nH]c1=O	2%	5%	-15%	7%	-6%	0.4%	8%	u	i
COc1c(Cl)cc(C(=O)Nc2cc(-c3nc4ccccc4[nH]3)ccc2C)cc1Cl	u	-19%	u	u	-37%	3.6%	x	x	10µM*
CCc1nc2ccc(C(=O)N3CCCCC3)cn2c1N(CCC(C)C)CCN(C)C	1%	x	31%	x	-2%	-0.3%	9%	x	i
O=C(COC(=O)CNC(=O)c1ccc([N+](=O)[O-])o1)Nc1ncc(C(F)(F)F)cc1Cl	x	-7%	u	u	-18%	u	9%	16µM*	u
COc1cccc2c(SCC(=O)N/N=C/c3ccccc3)cc(C)nc12	29%	-3%	0%	-9%	-10%	u	14%	u	i
Cc1oc(-c2ccc(Cl)cc2)nc1CN1CCCC(C(=O)NC2CC2)C1 (configuration not stated)	-7%	u	-2%	24%	-11%	1.6%	-10%	12%	i
Cn1[nH]c(=O)c(Cl)c(Cl)c1=O	-11%	6%	-18%	x	1%	-0.3%	4%	-4%	i
Cc1n[nH]c(C)c1S(=O)(=O)N1CCCC(C(=O)Nc2nccs2)C1 (configuration not stated)	1%	3%	-3%	3%	-1%	1.7%	-13%	26%	i
C/C(=N\NC(=O)c1ccccc1)c1cc2cc([N+](=O)[O-])ccc2oc1=O	-11%	u	-28%	12%	-19%	5.8%	2%	1%	i
CCOc1cc(/C=N/NC(=O)COc2cccc(C)c2)ccc1OC(=O)c1cccs1	-3%	-4%	u	u	-15%	0.6%	-4%	2%	i
Oc1ccccc1-c1nnc(COc2ccccc2)o1	39%[activator]	-4%	0%	11%	-20%	5.5%	-3%	-4%	i
C=CC[C@@H](CC(=O)NCCO)C(=O)N[C@@H](COC(=O)[C@@H](CC=C)CC(=O)OC(C)(C)C)Cc1c[nH]c2ccccc12	10%	-5%	-10%	-8%	0%	-0.2%	-17%	1%	i
O=C(Nc1ccc(-c2ccc([N+](=O)[O-])cc2)cc1)c1ccccc1F	u	1%	12%	-18%	0%	-0.7%	9%	0%	i
COc1cccc(NC(=O)CN(C)C(=O)c2cc(S(=O)(=O)N3CCCCCC3)ccc2OC)c1	-12%	-2%	-10%	u	-16%	-1.7%	-6%	-2%	i

Record cards (already shown).
`CCOC(=O)c1c(C=O)c(C)n(Cc2ccc(Cl)cc2)c1C` is listed as ATXN2 expr inh = -24%; A549 tox = u; TGFb SMAD3 inh = -14%; Nrf2 block = u; HepG2 viability = 0%; Nrf2 ARE act = 0.4%; EPAC2 antag = -20%; MCF10A rereplic = 12µM*; ATXN viability = i
`CCc1nc2ccc(C(=O)N3CCCCC3)cn2c1N(CCC(C)C)CCN(C)C` is listed as ATXN2 expr inh = 1%; A549 tox = x; TGFb SMAD3 inh = 31%; Nrf2 block = x; HepG2 viability = -2%; Nrf2 ARE act = -0.3%; EPAC2 antag = 9%; MCF10A rereplic = x; ATXN viability = i

(continued)
SMILES	ATXN2 expr inh	A549 tox	TGFb SMAD3 inh	Nrf2 block	HepG2 viability	Nrf2 ARE act	EPAC2 antag	MCF10A rereplic	ATXN viability
OCCN(Cc1cccnc1)Cc1ccccn1	-25%	21µM*	6%	14%	-1%	2.1%	9%	14%	u
COc1ccccc1NC(=O)/C=C/c1ccc(OC)c(S(=O)(=O)N2CCOCC2)c1	-6%	3%	-3%	u	-15%	0.0%	-3%	-3%	i
CN1CCC(N(C)S(=O)(=O)c2ccc(F)cc2F)CC1	-8%	-1%	27%	2%	-18%	0.2%	4%	-4%	i
O=C(Nc1ccc(C(=O)N2CCOCC2)cc1)c1ccc([N+](=O)[O-])cc1	2%	-7%	1%	-27%	-2%	3.0%	8%	-21%	i
O=C(Nc1cnn(Cc2ccc(Cl)c(Cl)c2)c1)C12CC3CC(CC(C3)C1)C2	9%	-10%	u	u	2%	-0.7%	-7%	18%	u
COc1ccccc1C(=O)NCC1(c2ccccc2)CCCC1	-13%[11.3 µM]	2%	u	u	-19%	0.3%	-15%	7%	i
COc1cc(OC)c2ccc(=O)oc2c1C(CC(=O)N1CCCC1)c1ccc2c(c1)OCO2 (configuration not stated)	-4%	-19%&-10%	-8%&2%	3%&1%	-8%&-11%	3.7%	-11%	18%	u
Cc1cc(=O)oc2cc(OCC(=O)NCCCn3ccnc3)ccc12	x	9%	0%	-5%	-7%	-0.5%	6%	-2%	i
COc1cccc(NC(=O)CN(C)C(=O)c2c(C)nn(CC(C)C)c2Cl)c1	-3%	-4%	2%	-21%	5%	0.2%	5%	9%	i
Cc1ccc(NC(=S)NCCO)c(C)c1	-6%	5%	0%	x	12%	-0.2%	10%	1%	i
CCCCS(=O)(=O)N1C2=NC(C(=O)OC)=C(C(=O)OC)[C@@H]3N(C)c4ccc(OC)cc4[C@]23C[C@H]1C(=O)OC	14%	-7%	-20%	5%	-3%	-0.6%	3%	1%	i
Cc1ccc(CNC(=O)c2ccc3c(c2)S(=O)(=O)c2ccccc2C3=O)o1	-10%	6%	-6%	0%	-1%	8.4%	-3%	5%	i
O=C(NNC(=O)c1ccccc1Br)c1ccccc1Cl	6%	0%	-6%	u	-13%	3.0%	4%	10%	i
COCCNc1nc(N)c([N+](=O)[O-])c(Nc2ccc(F)cc2)n1	-8%	0%	4%	u	9%	2.6%	13%	-2%	i
COc1ccc(NCC(=O)N/N=C/C=C\c2ccccc2)cc1	0%	-5%	-21%	0%	-15%	3.1%	-1%	2%	i
O=C(CNC(=O)c1ccncc1)N/N=C/c1cccc([N+](=O)[O-])c1	3%	2%	-2%	-14%	0%	5.2%	-8%	-1%	i
COc1cc(Cl)c(C)cc1NC(=O)CN1C(=O)C2CC=CCC2C1=O (configuration not stated)	-3%	-2%	-3%	-1%	-6%	0.4%	-12%	0%	i
COc1ccc(-c2n[nH]c3c2cnc2cc(OC)c(OC)cc23)cc1	4%	-10%	2%	x	3%	3.5%	x	x	i
Cc1[nH]n(C(C)(C)C)c(=O)c1Sc1ccccc1	-13%	x	-5%	-2%	-1%	-0.1%	6%	-1%	i
O=S(=O)(O)c1ccc(SCc2ccccc2)nc1	-7%	0%	5%	-10%	5%	-0.3%	-5%	-7%	x
Cc1ccc2oc(=O)c3cnn(CC(=O)N4CCN(c5ccccc5F)CC4)c3c2c1	x	-6%	-20%	7%	-17%	-1.2%	x	x	x
O=C(NCCCn1cccn1)C1CCC(=O)N(Cc2cccc(C(F)(F)F)c2)C1 (configuration not stated)	4%	0%	1%	2%	8%	-0.5%	-11%	8%	i
CCC(c1nnnn1Cc1ccc2c(c1)OCO2)N1CCN(c2ccc(F)cc2)CC1 (configuration not stated)	-18%	0%	-21%	u	-17%	2.5%	-4%	19%	i
